# TNFa cytotox: toxic to HUVEC cells under TNF alpha stimulation; HUVEC TNFalpha-stimulated, Hoechst cell count, imaging; cell count reduction, % at 2 µM; 93,000 tested, 0.17% active; AID 848;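 active = cell count reduction exceeding the screen mean by over 5 SD, scaled to untreated wells per plate, cut at about 78% in these data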;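 also: cells counted after 24 h of TNF alpha exposure following the 1 h pretreatment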
# VCAM1 TNFa inh: reduces TNF alpha induced VCAM1 expression in HUVEC; HUVEC TNFa-induced VCAM-1 immunofluorescence, high-content imaging; inhibition, % at 2 µM; 95,000 tested, 0.48% active; AID 802;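 active = inhibition above the batch mean plus 3 SD, with images confirmed as a hit by eye, cut at about 37% in these data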;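 also: 0% = TNF-stimulated DMSO wells and 100% = unstimulated control wells; not every result past the cut was called active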
# IL1B cytotox: HUVEC cytotoxicity counter-screen, IL-1B stimulated. HUVEC cell count loss, Hoechst imaging. 94,000 tested, 0.41% active. cell count reduction, % at 2 µM. AID 845;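 active = cell count reduction more than 3 SD above the screen-wide mean, cut at about 70% in these data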;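 also: normalized per plate to untreated control cells as the no-loss baseline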
# sEH inhibitor: inhibitors of human soluble epoxide hydrolase; P34913; recombinant human sEH enzymatic activity assay; inhibition, % at 2 µM; 91,000 tested, 0.34% active; in the data active = inhibition above about 80%; also: values of inactives mirror those of a sister screen read the other way; many of its hits are not listed in these tables
# Target sequence (P34913 whole entry, looked up): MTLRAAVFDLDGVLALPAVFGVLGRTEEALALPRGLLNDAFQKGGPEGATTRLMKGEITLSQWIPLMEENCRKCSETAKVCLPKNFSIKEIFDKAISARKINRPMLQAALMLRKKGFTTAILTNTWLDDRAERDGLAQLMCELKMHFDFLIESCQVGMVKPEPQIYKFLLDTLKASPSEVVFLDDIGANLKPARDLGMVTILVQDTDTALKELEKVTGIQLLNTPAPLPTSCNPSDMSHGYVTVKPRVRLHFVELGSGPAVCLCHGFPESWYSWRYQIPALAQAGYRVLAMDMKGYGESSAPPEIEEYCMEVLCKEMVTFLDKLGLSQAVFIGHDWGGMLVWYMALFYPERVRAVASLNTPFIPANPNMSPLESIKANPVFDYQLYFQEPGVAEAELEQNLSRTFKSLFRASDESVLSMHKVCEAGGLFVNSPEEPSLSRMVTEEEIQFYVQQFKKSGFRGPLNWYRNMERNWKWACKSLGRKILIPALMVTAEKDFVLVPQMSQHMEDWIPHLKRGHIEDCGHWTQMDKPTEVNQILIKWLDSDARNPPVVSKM
# F-actin modifier: modifiers of cytoskeleton assembly; inhibition, % at 2 µM; AID 836; 91,000 tested, 0.18% active; HUVEC TNFa F-actin phalloidin imaging, high content;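 active = inhibition above the batch mean plus 3 SD and confirmed as a hit by visual image inspection, cut at about 30% in these data, passing the limit was not always enough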; also: strong numbers were not always called active
# Smad3 FoxH1 inh: inhibitors of human Smad3 transcription factor binding; TR-FRET Smad3/Dy647-FoxH1 peptide binding, europium anti-His; inhibition, % at 25 µM; 88,000 tested, 0.29% active;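 active = compounds that reduce the energy-transfer binding signal between the protein and its labelled peptide by more than half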;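 also: 0% = Smad3 plus labelled peptide maximal FRET and 100% = peptide-only background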
# Target sequence (P84022 whole entry, looked up): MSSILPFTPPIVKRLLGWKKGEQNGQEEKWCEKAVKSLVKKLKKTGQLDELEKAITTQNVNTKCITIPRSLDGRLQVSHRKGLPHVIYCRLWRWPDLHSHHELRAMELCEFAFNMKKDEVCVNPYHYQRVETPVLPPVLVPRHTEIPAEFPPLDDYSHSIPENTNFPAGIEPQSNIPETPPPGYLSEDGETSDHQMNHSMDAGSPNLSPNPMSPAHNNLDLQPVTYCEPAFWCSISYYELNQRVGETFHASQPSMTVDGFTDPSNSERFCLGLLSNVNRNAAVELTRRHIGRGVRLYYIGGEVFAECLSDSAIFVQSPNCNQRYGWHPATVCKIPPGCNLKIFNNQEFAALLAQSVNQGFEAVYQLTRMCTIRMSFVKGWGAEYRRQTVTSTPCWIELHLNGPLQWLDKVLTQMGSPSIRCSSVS
# Candida biofilm: kills Candida albicans biofilms | C. albicans biofilm + clotrimazole, Alamar Blue | inhibition, % at 6 µM | 85,000 tested, 0.14% active | AID 834;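 active = inhibition above 20%; inactive = inhibition below 20%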;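 also: preformed 24 hr biofilms exposed to compound for 48 hr; 0% = biofilm without compound and 100% = blank killed by clotrimazole plus chlorhexidine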
# sEH act: increases human soluble epoxide hydrolase activity; P34913; AID 717; 91,000 tested, 0.04% active; purified human sEH enzymatic activity, activator screen; activation, % at 2 µM; in the data active = activation above about 37%; also: values of inactives mirror those of a sister screen read the other way
# ERb SRC1 inh: blocks coactivator binding to human estrogen receptor beta | 86,000 tested, 1.3% active | AID 633 | inhibition, % at 25.6 µM | Q92731 | TR-FRET ER-beta LBD / SRC1-Cy5 peptide binding; receptor agonist-loaded with 1 µM estradiol;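 active = compounds whose percent inhibition of the receptor-coactivator binding signal exceeds about 50% in the single-dose screen, limit read from the data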;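 also: 0% = receptor plus peptide wells without compound and 100% = peptide-only wells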
# The depositor's hits bear a star; nt = no result given; [ ] = another dose, or the depositor's remark. Only part of the results is shown (hit frequency here may not be typical).
SMILES,TNFa cytotox,VCAM1 TNFa inh,IL1B cytotox,sEH inhibitor,F-actin modifier,Smad3 FoxH1 inh,Candida biofilm,sEH act,ERb SRC1 inh
Cc1ccc(-c2nc(NC(=O)CSc3nnnn3-c3ccccc3)ns2)cc1,-37,-7,-13,12,-14,-6[fluorescence artefact?],2,-12,15[fluorescence artefact?]
CCOC(=O)CNC(=O)c1ccccc1,-8,12,-2,-3,19,-4,7,3,1
CCOc1ccccc1NC(=O)C1CCN(S(=O)(=O)c2c(C)noc2C)CC1,-21,20,6,9,-1,-3,12,-8,24
Nn1c(Cc2cccc3ccccc23)nnc1SCn1nnc2ccccc2c1=O,-8,-4,3,13,15,6,-3,-12,-7
COc1ccc(S(=O)(=O)N(C)CC(=O)NC2CC2)cc1,-6,9,-19,4,-4,0,1,-4,-7
Cc1cccc(C(=O)NCC2CCCO2)c1 (stereo unspecified),1,1,6,1,6,7,6,3,-6
Cc1noc(NS(=O)(=O)c2ccc(NC(=O)CC34CC5CC(CC(Br)(C5)C3)C4)cc2)c1C,22,2,-5,12,20,15,-5,-11,4
Cc1ccc(-c2nc3sc4c(N)ncnc4c3c3c2CCCC3)cc1,-13,22,-9,-20,3,nt,nt,20,nt
N#CC1=C(SCC(=O)Nc2ccccc2)NC(=O)CC1c1ccc(O)cc1 (stereo unspecified),-12,4,-14,3,2,-4,8,0,0[fluorescence artefact?]
Cc1ccc([N+](=O)[O-])cc1NC(=S)NC(=O)C(C)(C)C,7,4,56,-10,-16,nt,nt,10,nt
CCCn1c(Nc2nc3ccccc3n2C)nc2ccccc21,-11,14,-7,10,0,1,2,-7,-4
Cc1cc(C)cc(OCC(=O)Nc2ccc(N3CCN(C(=O)c4ccco4)CC3)cc2)c1,-5,-3,-47,53,-2,nt,nt,-53,nt
Cc1ccnc(NC(=O)c2cccc(NS(=O)(=O)c3ccccc3C)c2)c1,-29,-2,-9,15,9,nt,nt,-13,nt
COc1cc(C(=O)Sc2ccc(Cl)cc2)cc(OC)c1OC,30,17,-12,11,-46,nt,nt,-8,nt
COc1cc(/C=C2/OC(=O)c3cc([N+](=O)[O-])ccc32)cc(OC)c1OC,-7,10,-31,-4,-13,-4,-7,5,-4
COC(=O)C(C)NC(=O)C1CCCN1S(=O)(=O)c1cc(C)c(Cl)cc1C (stereo unspecified),4,4,-11,-4,2,-11,-2,4,-2
Cc1cccc2nc(CNc3ccc(F)cc3)cn12,-9,13,2,-11,-19,2,4,14,-9
Nc1nc(-c2ccc3ccccc3c2)c(C2(O)C(=O)Nc3c(Br)cc(F)cc32)s1 (stereo unspecified),-18,18,-24,7,2,nt,nt,-8,nt
CCC1(C(=O)OC)NC(c2ccccc2OC)C2C(=O)N(C)C(=O)C21 (stereo unspecified),-32,9,-24,3,56,-10,8,-5,16[fluorescence artefact?]
CCCCCNc1nc(N2CCCC2)c2c(c1C#N)CCN(C)C2,-16,19,8,6,10,3,9,-7,2
O=C(NCCCN1CCOCC1)c1ccco1,0,-8,8,-8,-32,-4,6,9,-11
O=C(CCN1CCOCC1)NCC1COc2ccccc2O1 (stereo unspecified),7,10,-18,10,-1,-4,4,-7,-2
CC(NC(=O)CSc1nc2sc3c(c2c(=O)n1-c1ccccc1)CCCC3)c1ccccc1 (stereo unspecified),0,15,12,-8,-17,-2,6,14,41
COc1ccc2c(c1)SC1=NCCS(=O)(=O)N12,80*,61,21,-8,-20,-22[fluorescence artefact?],-1,8,-3[fluorescence artefact?]
O=C(CCn1nc(-c2ccc(Cl)cc2)ccc1=O)N1CCN(c2ccccn2)CC1,-24,3,-20,9,9,-6,2,-8,-13
CS(=O)(=O)N(CC(=O)N1CCN(c2ccc(F)cc2)CC1)c1cccc(Cl)c1,-12,4,0,-4,-7,3,6,6,-3
Cc1ccc(C)c(C(=O)NCCN(C)C)c1,-14,10,-6,-2,-14,-2,5,2,-7
O=C(NCCCCNC(=O)c1ccco1)c1ccco1,-7,6,11,0,3,-4,-2,1,1[fluorescence artefact?]
CC(C)OC(=O)C1C2C=CC3(CN(Cc4cccs4)C(=O)C13)O2 (stereo unspecified),-3,-4,-48,-7,-10,9[fluorescence artefact?],7,6,0
C=CCNC(=S)Nc1sc2c(c1C(=O)OCC)CCN(C(=O)OCC)C2,-30,-7,2,2,-11,nt,nt,0,nt
Cc1csc(NC(=O)CSc2nc3ccccc3s2)n1,-12,-7,-8,-1,10,-11,0,0,2
Cc1nnc(SCCC#N)n(CCC#N)c1=O,-8,1,-2,8,4,-2,-8,-6,-8
c1csc(-c2csc3ncnc(NCCCN4CCOCC4)c23)c1,-18,22,-46,3,5,2,3,-3,7
CCOC(=O)Cn1nc(-c2ccccc2)c2ccccc2c1=O,-7,-4,8,-11,nt,0,-1,8,-6
CC(C)CC(=O)NC(=S)Nc1ccccn1,-12,-9,8,-4,3,nt,nt,7,nt
O=C(NCc1ccccc1)c1ccc(F)c(S(=O)(=O)N2CCOCC2)c1,3,0,9,18,-5,-5,0,-16,0
CC(C)N(Cc1nc(-c2ccccc2)no1)C(=O)CCCN1C(=O)c2ccccc2C1=O,-23,7,25,6,0,10,6,-1,-11[fluorescence artefact?]
Cc1nnc(SCC(=O)N2c3ccccc3CC2C)s1 (stereo unspecified),-10,19,-130,-8,7,-7,10,9,10
COc1ccc(OC)c(CCNC(=O)CS(=O)(=O)Cc2nc(-c3ccc(C)cc3)oc2C)c1,-4,1,-108,21,nt,3,-3,-20,-5
O=C(NCCOC(=O)c1ccc(Cl)cc1)c1cccnc1,-7,2,-13,0,2,10,0,-4,1
CCOC(=O)N1CCN(C(=O)c2ccc(N(Cc3ccc(C)cc3)S(C)(=O)=O)cc2)CC1,-17,-12,-1,5,-2,8,5,-7,-2[fluorescence artefact?]
CC(C)(C)C(=O)Nc1ccccc1C(=O)N1CCCC1,-11,18,3,-4,-22,3,7,3,-4
Cc1ccc(Oc2nc3ccccc3n3cccc23)cc1,-8,-5,3,-3,-2,nt,nt,1,nt
O=C(CSCc1ccc(Cl)cc1)Nc1ccccc1C(=O)N1CCOCC1,-10,-10,22,-6,-6,nt,nt,4,nt
CCCCC(=O)Nc1cccc(NC(=O)c2ccccc2Br)c1,-40,4,2,6,18,nt,nt,-2,nt
O=C(C(Cc1ccccc1)n1cccc1)N1CCN(Cc2ccccc2)CC1 (stereo unspecified),-24,22,10,-3,8,-4,5,2,-9[fluorescence artefact?]
Cc1cc(C)cc(CC2CC(=O)N(c3ccc4c(c3)OCCO4)C2=O)c1 (stereo unspecified),-6,2,7,-3,-13,-3,4,4,-3
CS(=O)(=O)NCc1nnc(SCc2ccccc2C(F)(F)F)o1,-4,-17,34,-8,3,7,13,9,0
CCCc1[nH]nc2c1C(CCc1ccccc1)C(C#N)=C(N)O2 (stereo unspecified),-1,3,8,-2,7,4,5,0,7
COc1cc(/C=N/N2C(=O)CSC2=S)ccc1O,-32,22,-8,-7,nt,24,6,5,19
CCCSC1=C(C#N)C(c2ccc(O)c(OC)c2)CC(=O)N1 (stereo unspecified),-2,-15,0,nt,1,16,0,nt,-14
COc1ccc(/C=C/c2cc(-c3ccc(C)cc3)o[n+]2C)cc1,-14,12,nt,2,-5,nt,nt,-2,nt
O=C1CSC(c2ccccc2F)N1c1ccccc1 (stereo unspecified),-7,9,-20,4,-16,1,1,-6,-1
CCOC(=O)COc1ncn(-c2ccccc2)n1,-6,2,-24,-8,3,17,4,5,0
CC(C)(C)C(=O)CN1CCN(S(=O)(=O)c2ccc(F)cc2)CC1,-18,3,-91,9,9,1,3,-8,-6
O=C(Cc1cccs1)Nc1ccc(C(=O)O)cc1,4,-8,-8,0,-1,-5,nt,-1,4
CCOc1ccc(C)cc1S(=O)(=O)N1CCCCC1,23,20,16,-19,-16,7,7,17,11[fluorescence artefact?]
CCOC(=O)C1CCCN(C(=O)CS(=O)(=O)Cc2ccccc2)C1 (stereo unspecified),-12,2,-1,1,0,2,6,2,-4
Cc1ccc(N(Cc2ccc(C(=O)Nc3ccccc3C(=O)NCc3ccco3)cc2)S(C)(=O)=O)cc1C,-4,4,5,-15,-10,12,1,13,3[fluorescence artefact?]
O=C(COc1ccccc1)Nc1sc2c(c1C(=O)NCc1cccnc1)CCCC2,-21,10,-21,3,6,nt,nt,-2,nt
# The list goes on.
SMILES,TNFa cytotox,VCAM1 TNFa inh,IL1B cytotox,sEH inhibitor,F-actin modifier,Smad3 FoxH1 inh,Candida biofilm,sEH act,ERb SRC1 inh
Nc1nc(CN2CCN(c3cccc(Cl)c3)CC2)nc(N2CCCc3ccccc32)n1,5,-15,-11,3,-2,7,7,-5,-7[fluorescence artefact?]
COc1ccc(C2c3sc(=O)[nH]c3SC3C4CCC(C4)C23)cc1OC (stereo unspecified),-5,15,-35,3,-17,3,4,1,3
COC(=O)CN(c1ccc(C)c(Cl)c1)S(C)(=O)=O,-10,4,-29,-19,15,1,5,18,6
CCOC(=O)c1c(-c2ccc(OC)cc2)csc1NC(=O)CNCc1ccco1,6,8,10,8,-6,nt,nt,-5,nt

# A different layout for four compounds above.
Cc1nnc(SCCC#N)n(CCC#N)c1=O
  TNFa cytotox = -8
  VCAM1 TNFa inh = 1
  IL1B cytotox = -2
  sEH inhibitor = 8
  F-actin modifier = 4
  Smad3 FoxH1 inh = -2
  Candida biofilm = -8
  sEH act = -6
  ERb SRC1 inh = -8
c1csc(-c2csc3ncnc(NCCCN4CCOCC4)c23)c1
  TNFa cytotox = -18
  VCAM1 TNFa inh = 22
  IL1B cytotox = -46
  sEH inhibitor = 3
  F-actin modifier = 5
  Smad3 FoxH1 inh = 2
  Candida biofilm = 3
  sEH act = -3
  ERb SRC1 inh = 7
CCOC(=O)Cn1nc(-c2ccccc2)c2ccccc2c1=O
  TNFa cytotox = -7
  VCAM1 TNFa inh = -4
  IL1B cytotox = 8
  sEH inhibitor = -11
  F-actin modifier = nt
  Smad3 FoxH1 inh = 0
  Candida biofilm = -1
  sEH act = 8
  ERb SRC1 inh = -6
CC(C)CC(=O)NC(=S)Nc1ccccn1
  TNFa cytotox = -12
  VCAM1 TNFa inh = -9
  IL1B cytotox = 8
  sEH inhibitor = -4
  F-actin modifier = 3
  Smad3 FoxH1 inh = nt
  Candida biofilm = nt
  sEH act = 7
  ERb SRC1 inh = nt
